Screens: PubChem BioAssay, PCMD
FXIa single inh = inhibitors of human coagulation factor XIa; purified human FXIa, fluorogenic AMC substrate cleavage; inhibition, % at 10 µM; actives 0.3% (n = 33,000); AID 687;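 active means inhibition above 40% in the primary screen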;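 further: 0% = enzyme without compound and 100% = blank wells lacking enzyme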
FXIIa single = inhibitors of human coagulation factor XIIa. actives 0.2% (n = 33,000). inhibition, % at 10 µM. purified human FXIIa, AMC substrate fluorescence, 2 h; in the data active means inhibition above about 30%;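 further: 0% = enzyme with vehicle only and 100% = no enzyme blank; many of its hits are not listed in these tables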
Target sequence (P00748 20-372 limits assumed): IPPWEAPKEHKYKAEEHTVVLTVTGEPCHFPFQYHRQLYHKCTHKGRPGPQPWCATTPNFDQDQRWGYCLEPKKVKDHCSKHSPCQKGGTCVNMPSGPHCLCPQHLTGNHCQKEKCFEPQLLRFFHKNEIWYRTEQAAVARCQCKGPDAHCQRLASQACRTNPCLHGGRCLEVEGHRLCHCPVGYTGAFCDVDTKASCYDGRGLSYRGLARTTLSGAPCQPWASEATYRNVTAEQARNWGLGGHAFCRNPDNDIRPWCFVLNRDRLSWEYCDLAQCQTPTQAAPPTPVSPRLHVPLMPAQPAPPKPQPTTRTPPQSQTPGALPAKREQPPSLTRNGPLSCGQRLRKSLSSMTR
Target sequence (P00748 373-615 limits assumed): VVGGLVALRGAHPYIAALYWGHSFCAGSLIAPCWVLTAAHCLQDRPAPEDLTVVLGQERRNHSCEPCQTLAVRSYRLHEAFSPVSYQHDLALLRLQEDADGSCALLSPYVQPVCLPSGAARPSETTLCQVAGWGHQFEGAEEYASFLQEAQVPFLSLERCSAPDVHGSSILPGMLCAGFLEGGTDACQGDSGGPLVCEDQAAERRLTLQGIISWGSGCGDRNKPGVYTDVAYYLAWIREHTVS
* hit, by the source's call. An excerpt, so the mix of outcomes need not match the whole.

molecule,FXIa single inh,FXIIa single
CCCCC1(O)CC(C(F)(F)F)=NN1C(=O)COc1ccccc1 (stereo unspecified),1,4
CCOc1ccc(S(=O)(=O)N(CC(=O)O)c2ccc(C)cc2)cc1,-7,0
CC1CCc2cc(F)cc3c(O)c(C(=O)NCC4CCCO4)c(=O)n1c23 (stereo unspecified),6,8
O=C(CCC1CCCCC1)Nc1cccnc1,0,2
CC(=O)CSc1nc2ccccc2o1,0,4
O=C(Nc1cccnc1)Nc1ccc(Br)cc1Cl,-5,-1
Cc1ccc(OCCCNCCO)c(Br)c1,-7,4
O=C(Cc1ccccc1)N1CCc2ccccc21,0,5
Cc1ccc(C(=O)Nc2ccon2)cc1S(=O)(=O)N1CCOCC1,-1,10
O=C(Nc1ccc(Cc2ccncc2)cc1)c1ccc(Br)o1,-3,3
COc1ccccc1-c1cc2ccccc2[nH]1,-3,4
COc1ccc(NC(=S)NCCc2ccccc2OC)c(OC)c1,-15,4
O=C(c1cnn2c(C(F)(F)F)cc(-c3ccccc3)nc12)N1CCCc2ccccc21,-8,8
CCNc1ccc(Br)cc(C(=O)/C=C/c2ccc(Cl)cc2Cl)c1=O,0,-12
NC(=O)C1CCN(C(=O)COc2ccc3ccccc3c2)CC1,2,6
O=c1c2ccccc2nc2c3ccccc3ncn12,-5,5
CC1CCN(c2cc(=O)n(C3CCCCC3)c(=O)[nH]2)CC1,7,7
CCS(=O)(=O)Nc1c(C)n(C)n(-c2ccccc2)c1=O,15,-17
CCOC(=O)CSc1nnc(CSc2nc3ccccc3c(=O)[nH]2)n1-c1ccccc1,0,7
Cc1[nH]n(-c2ccc([N+](=O)[O-])cc2)c(=O)c1C=NCCN1CCN(C(=O)c2cccc(F)c2)CC1,-3,11
CC(C)(S)[C@@H](N)C(=O)O,3,4
CN1C(=O)NC2(O)C(=O)c3ccccc3C12O (stereo unspecified),2,6
O=c1cc(CSc2nnnn2-c2ccccc2)nc2nc[nH]n12,-5,4
COc1ccc(CCN2C(=O)C3C4CC(C5C(C(=O)O)=NOC45)C3C2=O)cc1OC (stereo unspecified),3,7
Cc1ccc(C(=O)OCC(=O)Nc2ccccc2N2CCOCC2)cc1,-3,5
Cc1cc(C)c(S(=O)(=O)c2ccccc2C(=O)O)c(C)c1,-1,10
COc1ccc(CCNC(=O)c2nnn(-c3cccc(C)c3)c2N)cc1OC,-11,6
CC1CC(C)CN(C(=O)c2ccc3c(c2NCCO)C(=O)c2ccccc2C3=O)C1 (stereo unspecified),26,-12
Cc1nn(C)c(C)c1NC(=O)c1ccc(Cl)cc1,5,1
O=S(=O)(NCc1ccccc1)c1ccc(S(=O)(=O)N(Cc2cccs2)CC2CCCO2)cc1 (stereo unspecified),34,-15
Cc1cc(C)c2nc(C(F)(F)F)nc(N3CC(C)OC(C)C3)c2c1 (stereo unspecified),6,4
Cc1cc(C(F)(F)F)nc(SCC(=O)NC2CC3CCC2C3)n1 (stereo unspecified),2,4
OC(C#CCN1CCOCC1)(c1ccccc1)C1CCCCC1 (stereo unspecified),10,27
Nc1nc2nc(-c3ccc(OCc4ccccc4)cc3)cc(C(F)(F)F)n2n1,-21,-24
CC1(C)CC(=O)C=C(NCCN2CCNCC2)C1,7,3
COc1ccc(C(=O)NCC(=O)O)cc1,1,2
CNC(=O)Nc1nnc(C(C)(C)C)s1,5,8
C=CCCCCCCCCC(=O)Nc1c[nH]c(=O)[nH]c1=O,-5,6
Cc1nn(-c2ccccc2)c2c1C(=O)N(c1ccccc1)C(=O)C(C)(C)C2,26,-15
CN(CC(=O)Nn1cnnc1)S(=O)(=O)c1ccccc1,-4,9

Laid out differently: 7 of the compounds above
Results follow in this order: FXIa single inh, FXIIa single
Nc1nc2nc(-c3ccc(OCc4ccccc4)cc3)cc(C(F)(F)F)n2n1
  -21, -24
CC1(C)CC(=O)C=C(NCCN2CCNCC2)C1
  7, 3
COc1ccc(C(=O)NCC(=O)O)cc1
  1, 2
CNC(=O)Nc1nnc(C(C)(C)C)s1
  5, 8
C=CCCCCCCCCC(=O)Nc1c[nH]c(=O)[nH]c1=O
  -5, 6
Cc1nn(-c2ccccc2)c2c1C(=O)N(c1ccccc1)C(=O)C(C)(C)C2
  26, -15
CN(CC(=O)Nn1cnnc1)S(=O)(=O)c1ccccc1
  -4, 9

Next section
molecule,FXIa single inh,FXIIa single
CN1CCC(=C2c3ccccc3C=Cc3ccccc32)CC1,5,2
COC(=O)NNC(=S)Nc1cc(OC)ccc1OC,1,8
O=C(CSc1nnc(-c2ccco2)n1CC1CCCO1)c1ccc(F)cc1 (stereo unspecified),5,3
C=C(C)CN1C(=O)c2ccccc2C1=O,3,1
CCn1ncc(CNC(=O)CCSc2nc(-c3ccco3)cc(C(F)(F)F)n2)c1C,3,4
O=C(Nc1ccccc1C(=O)N1CCOCC1)c1ccc(F)cc1,47*,5
COc1ccc(-c2cc3nnc(-c4ccccc4)nc3s2)cc1,1,3
Cc1ccc(/C(O)=C2/C(=O)C(=O)N(CCN3CCOCC3)C2c2ccccn2)cc1 (stereo unspecified),-5,5
CC(c1ccco1)N(C(=O)C12CC3(C)CC(C)(CC(C)(C3)C1)C2)c1ccccn1 (stereo unspecified),-10,7
O=C(NCCO)c1cc2ccccc2cc1O,0,4
COc1ccc(CCC(=O)NCc2cn3ccsc3n2)cc1,-1,5
COCCCNC(=O)Cn1nnc(-c2ccccc2NC(=O)c2ccc(F)cc2)n1,5,5
COc1cccc(-n2c(C)nc3cc(C(=O)O)ccc32)c1,-4,-1
CCn1c(COc2cccc(C)c2)nc2ccccc21,-4,3
CC(C)c1ccc(N(CC(=O)NCCSC(C)(C)C)S(C)(=O)=O)cc1,7,-1
COC(=O)c1sccc1NC(=O)c1cc2c(s1)CCCC2,7,3
Cc1nc(Nc2ncc3c(n2)CCCC3=O)nc2ccccc12,5,2
Cc1cc(C)cc(-n2cnc3cc(C(=O)O)ccc32)c1,18,-17
O=C(Nc1ccc2ccccc2c1)c1cn(-c2ccccc2)nc1-c1cccs1,3,7
CC(=O)NCc1ccc2[nH]c(C)cc2c1,1,5
COc1cccc(NC(=O)Nc2c(C)n(C)n(-c3ccccc3)c2=O)c1,10,6
CSc1ccccc1C(=O)NC1CCCCC1,2,8
CC(=O)c1c(C)[nH]c(C(=O)OCC(=O)C(C)(C)C)c1C,-9,15
CC(C)(C)C1CCC2(CC1)Nc1cccc3cccc(c13)N2,6,6
Cc1[nH]c2ccccc2c1C1(O)C(=O)N(C(C)C)c2ccccc21 (stereo unspecified),-1,3
CC(NS(=O)(=O)c1ccc(Cl)cc1)C(=O)NCc1ccco1 (stereo unspecified),0,12
COc1cc(OC)cc(C(=O)Nc2cccc(C(C)=O)c2)c1,-3,4
COC(=O)C1C(c2ccc(OC)c(OC)c2)NC(c2ccc(OC)c(OC)c2)C(C(=O)OC)S1(=O)=O (stereo unspecified),-3,8
COc1ccc(NC(=O)CSc2nc3c(c(=O)n2-c2ccccc2)SCC3)c(OC)c1,-3,2
C=CCn1c(-c2ccccc2)nc(=S)c2c1CC(C)(C)OC2,-14,9
O=[N+]([O-])c1cnccc1Nc1ccccc1,-6,-10
COc1cccc(/C(O)=C2/C(=O)C(=O)N(c3ccccn3)C2c2ccc(OC)c(OC)c2)c1 (stereo unspecified),-10,7
COc1ccc(-n2nc(C(=O)NCC(=O)Nc3cccc(C)n3)c3ccccc3c2=O)cc1,-9,5
Cc1ccc(C)c(N2CCN(C(c3ccncc3)c3nnnn3Cc3ccccc3)CC2)c1 (stereo unspecified),1,-13
CC(C)CNS(=O)(=O)c1ccc(CCC(=O)NCc2cccnc2)cc1,11,3
CNC(=O)c1cc2cc(OC)ccc2n1CCN(C)C,-3,4
CCCCC(=O)Nc1ccc(C(=O)OC2CCCCC2)cc1,32,-16
COCCOC(=O)C1=C(C)NC(=O)NC1c1c(F)cccc1Cl (stereo unspecified),-2,-3
CSc1nnc(-c2ccc(Cl)cc2Cl)o1,2,-2
Cc1cc2ncn(/N=C/c3ccc(-c4ccccc4)o3)c2cc1C,6,4
Cc1cc(-c2nnc(-c3ccccc3)c(-c3ccccc3)n2)c(C)o1,7,6
COc1ccc(-c2cc(CCCC(=O)N3CCN(c4ccc(OC)cc4)CC3)no2)cc1,9,8
O=C(Nn1cnnc1)C(c1ccccc1)c1ccccc1,-4,4
Cc1ccc(-c2nc(Nc3ccccc3)n[nH]2)cc1,-5,-2
CCOc1ccc(S(=O)(=O)N2CCCC2)cc1,5,9
CN(C)[C@@H]1C(=O)C(C(N)=O)=C(O)[C@@]2(O)C(=O)C3=C(O)c4c(O)ccc(Cl)c4[C@@H](O)[C@H]3C[C@@H]12,-11,-11
CS(=O)(=O)Nc1ccc(C(=O)NCc2cccnc2)cc1,0,7
COc1ccc(C2c3cc(OC)c(OC)cc3CCN2C2CC(=O)N(c3ccccc3)C2=O)cc1OC (stereo unspecified),16,-15

Taken from above:
CN(C)[C@@H]1C(=O)C(C(N)=O)=C(O)[C@@]2(O)C(=O)C3=C(O)c4c(O)ccc(Cl)c4[C@@H](O)[C@H]3C[C@@H]12 | FXIIa single = -11
Cc1cc(-c2nnc(-c3ccccc3)c(-c3ccccc3)n2)c(C)o1 | FXIa single inh = 7
Cc1ccc(-c2nc(Nc3ccccc3)n[nH]2)cc1 | FXIa single inh = -5

Next part:
molecule,FXIa single inh,FXIIa single
CCN1C(=O)NC(c2cc(Br)ccc2OC)C(C(=O)OC)=C1C (stereo unspecified),32,-16
Cc1c(-n2c(=S)[nH]c3ccccc3c2=O)c(=O)n(-c2ccccc2)n1C,25,-11
COCCN1CN=C(Nc2nc3ccccc3o2)NC1,2,-4
Cc1c(C)n(CC(O)CN2CCCCC2)c2ccccc12 (stereo unspecified),4,6
CNC(=O)Cn1c(=O)n(C)c2ccccc21,5,3
CCOC(=O)Cc1csc(NC(=O)CSc2nc3sc(C(=O)O)c(C)c3c(=O)[nH]2)n1,9,6
COC(=O)c1ccc(NC(=O)c2ccc(N(C)S(C)(=O)=O)cc2)cc1,-1,7
COc1cc(/C(C#N)=C/c2ccccc2)c([N+](=O)[O-])cc1OC,1,6
CC(=O)Nc1ccc(SCC(=O)c2cc(C)n(C)c2C)cc1,29,3
Cc1nnnn1-c1cccc(C(=O)O)c1,26,-14
C/C(=N\NC(=O)Cc1csc(N2CCOCC2)n1)c1ccccc1,12,6
CCOc1cc(C(N)=O)cc(Br)c1OC,-2,2
CSCC[C@H](NC(=O)OC(C)(C)C)c1nnc(SCC(N)=O)o1,-4,0
CCOC(=O)/C=C1\SCC(=O)N1CCOc1cccc(Br)c1,7,6
CCOC(=O)N1CCN(c2nc(-c3cccs3)cc(C(F)(F)F)n2)CC1,2,1
CC1(C(=O)Nc2nccs2)Cc2ccccc2C(=O)O1 (stereo unspecified),-3,-13
Cc1ccc(C(=O)N(CN2CCCC2=O)c2ccc(F)cc2)cc1C,6,4
Cc1cccc(NC(=O)CSc2nnc(CSc3nc(C)cc(C)n3)o2)c1,-2,3
Cc1ccc(-c2nnc(-c3ccccc3)o2)cc1Br,-4,6
O=C(Nc1ccc2c(c1)OCO2)c1cc2ncc(Br)cn2n1,6,3
CCCCCCCc1c(C)nc(N2CCOCC2)[nH]c1=O,0,12
O=C(O)c1ccc(NS(=O)(=O)c2ccc(Cl)cc2)cc1,-2,5
COc1cc2nc(-c3cccs3)oc(=O)c2cc1OC,-2,8
CCCC(C(=O)NCc1ccco1)N(C(=O)CNS(=O)(=O)c1ccccc1)C1CCCC1 (stereo unspecified),-2,4
COc1cc(OC)cc(C(=O)NC2CCSC2=O)c1 (stereo unspecified),-7,2
COc1cc(-c2nc(-c3ccc(NC(=O)c4ccc(Br)o4)cc3)no2)cc(OC)c1OC,4,8
Cc1c(Br)c([N+](=O)[O-])nn1C(C)C(=O)NCc1cccnc1 (stereo unspecified),20,-13
O=C(CCS(=O)(=O)c1cccc2nonc12)Nc1cccc2c1CCCC2,0,5
N#CC12CCCCC1CC1CCCCC1(C#N)N2Cc1ccccn1 (stereo unspecified),-5,4
O=C(O)CCc1ccc(-c2cccs2)n1NC(=O)c1ccco1,-3,4
O=S(=O)(Nc1cccc2nsnc12)c1ccccc1,48*,8
CCC(C)(C)n1nnnc1C(c1cc2cccc(C)c2[nH]c1=O)N1CCN(C(=O)c2ccco2)CC1 (stereo unspecified),-3,7
CCCCCCCn1ccc(=N)cc1,-4,6
O=C(CSCc1ccccc1)Nc1ccc(Cl)cn1,-2,6
Brc1ccccc1OCCCn1cnc2ccccc21,7,4
CN(C)c1ccc(C=Nc2ccccc2)cc1,-1,7
C=CCN(C(=O)CNC(=O)c1ccco1)C(C(=O)NC1CCCCC1)c1ccc(OC)cc1OC (stereo unspecified),11,6
CCC(Sc1nc2ccccc2c2nc3ccccc3n12)C(=O)NCc1ccco1 (stereo unspecified),-5,-3
N#CC(C(=O)Nc1ccccc1)=C1Nc2ccccc2N1,-5,1
Nc1ccc(N(c2ccccc2)c2ccc(N)cc2)cc1,-12,-12
O=C(NC(=O)c1ccncc1)NC(c1ccccc1)c1ccccc1,5,3
C[C@H](NC(=O)C1(c2ccccc2)CCN(C(=O)[C@H]2CSCN2C(=O)OC(C)(C)C)CC1)C(=O)O,-2,1
CCOC(=O)c1c(NC(C)=O)sc2c1CCCNC2=O,-3,0
O=C(O)[C@H]1CCCC[C@H]1C(=O)NCCc1ccccc1,-2,9
O=C1CN(S(=O)(=O)c2ccc(Cl)cc2)CC(=O)N1CCc1ccccc1,-4,9
COc1ccccc1NC(=O)COC(=O)c1cnccn1,-6,2
